pCIP destab: p/CIP protein destabilization; Q05BA5; F442A p/CIP-EGFP cells, EGFP fluorescence, 16 h; decrease of EGFP signal, % at 10 µM; 290,000 tested, 0.01% active; AID 1984;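 active = EGFP signal decrease of at least 30% at 10 µM or well 3 SD below plate mean, unless failing retest; inactive = the rest, including hits failing retest or dose response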; note: some compounds called inactive have numbers as strong as hits; many of its hits are not listed in these tables
Target sequence (Q05BA5 1-1403): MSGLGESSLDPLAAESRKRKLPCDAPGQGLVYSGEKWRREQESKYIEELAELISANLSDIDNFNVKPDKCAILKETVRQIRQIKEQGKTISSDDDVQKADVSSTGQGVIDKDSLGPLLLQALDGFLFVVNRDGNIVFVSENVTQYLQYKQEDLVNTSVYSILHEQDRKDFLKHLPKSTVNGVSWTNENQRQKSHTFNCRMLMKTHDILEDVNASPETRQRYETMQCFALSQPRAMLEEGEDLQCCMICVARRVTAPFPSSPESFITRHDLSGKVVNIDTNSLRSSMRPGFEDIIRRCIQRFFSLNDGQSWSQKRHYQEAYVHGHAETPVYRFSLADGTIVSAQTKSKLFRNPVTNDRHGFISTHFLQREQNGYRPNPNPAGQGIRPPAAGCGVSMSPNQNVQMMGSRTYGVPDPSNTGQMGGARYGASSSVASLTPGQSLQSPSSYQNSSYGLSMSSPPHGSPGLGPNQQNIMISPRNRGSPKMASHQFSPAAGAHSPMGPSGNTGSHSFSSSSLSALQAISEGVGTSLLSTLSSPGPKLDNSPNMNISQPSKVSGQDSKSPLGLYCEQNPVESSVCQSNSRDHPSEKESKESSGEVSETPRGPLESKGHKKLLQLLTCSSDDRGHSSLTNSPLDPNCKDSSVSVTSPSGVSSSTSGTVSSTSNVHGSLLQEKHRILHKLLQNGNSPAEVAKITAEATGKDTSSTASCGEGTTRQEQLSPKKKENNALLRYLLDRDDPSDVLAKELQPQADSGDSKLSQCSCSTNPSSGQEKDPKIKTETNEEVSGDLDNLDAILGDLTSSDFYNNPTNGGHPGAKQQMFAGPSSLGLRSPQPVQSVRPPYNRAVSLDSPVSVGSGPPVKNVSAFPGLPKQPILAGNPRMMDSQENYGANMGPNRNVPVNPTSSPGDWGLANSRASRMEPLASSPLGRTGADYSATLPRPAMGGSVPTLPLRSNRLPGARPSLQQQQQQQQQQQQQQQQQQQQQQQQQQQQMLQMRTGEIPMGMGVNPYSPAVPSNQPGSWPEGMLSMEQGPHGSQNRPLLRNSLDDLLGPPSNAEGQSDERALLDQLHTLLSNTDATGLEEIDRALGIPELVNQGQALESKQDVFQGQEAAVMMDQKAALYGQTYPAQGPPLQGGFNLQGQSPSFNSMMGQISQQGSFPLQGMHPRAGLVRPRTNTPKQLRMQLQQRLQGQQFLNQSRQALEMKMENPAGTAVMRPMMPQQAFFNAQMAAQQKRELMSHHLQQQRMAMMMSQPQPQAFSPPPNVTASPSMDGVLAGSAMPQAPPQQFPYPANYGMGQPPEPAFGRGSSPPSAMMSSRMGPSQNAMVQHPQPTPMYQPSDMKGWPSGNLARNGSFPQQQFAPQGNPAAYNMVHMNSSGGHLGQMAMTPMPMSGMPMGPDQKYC
DNA FID counter: counter-screen for HCV NS3 helicase inhibitors: DNA intercalator displacement; DNA fluorescent intercalator displacement, fluorescence; inhibition, % at 7.9 µM; 290,000 tested, 0.17% active; in the data active = inhibition above about 37%;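 note: 0% = vehicle and 100% = reference compound; higher means more ethidium bromide displaced from hairpin DNA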
UBC9 SUMO inh: SUMOylation inhibition; P63279; AID 2006; HTRF SUMOylation assay, SAE1/SAE2 + UBC9, in vitro; 290,000 tested, 0.36% active; inhibition, % at 35 µM; in the data active = inhibition above about 50%, passing the limit was not always enough; note: strong numbers were not always called active
IMP-1 inh: inhibitors of Pseudomonas aeruginosa IMP-1 metallo-beta-lactamase; inhibition, % at 5.6 µM; 290,000 tested, 0.45% active; purified IMP-1, nitrocefin hydrolysis, epi-absorbance fluorescence;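 active = inhibition above the mean plus 3 SD of all compounds in the same screening run, cut at about 4.5% in these data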;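 note: 0% = IMP-1 with DMSO and 100% = DMSO wells lacking enzyme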
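System: purified IMP-1; amount: IMP-1 0.2 nM before substrate addition; compound: single dose, 5.6 µM; times: 25 °C, 15 min preincubation, 25 min reaction; signal: Epi-absorbance via hydrolysed-nitrocefin quenching of white-plate fluorescence, 480/530 nm, EDTA stop; benchmarks: DMSO with and without IMP-1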
IDE inh: inhibits human insulin-degrading enzyme in HEK cells; 320,000 tested, 0.41% active; inhibition, % at 5.59 µM; FAbetaB cleavage, fluorescence polarization; AID 434962;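 active = percent inhibition above the average of all tested compounds plus 3 SD, set per screening campaign, cut at about 16% in these data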;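 note: IDE supplied by intact live HEK cells; FP after avidin binding of uncleaved biotin substrate so inhibition keeps polarization high; 0% = DMSO wells and 100% = 60 µM reference IDE inhibitor Ii1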
IDE act: activators of human insulin-degrading enzyme in cells; 340,000 tested, 0.073% active; AID 493087; activation, % at 5.96 µM; HEK cells, FAbeta-B cleavage, fluorescence polarization; 0% vehicle, 100% cell-free pure enzyme wells;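 active = activation above the mean of all tested compounds plus 3 SD, set per screening campaign, cut at about 17% in these data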
HCV NS3 hel inh: blocks Hepatitis C virus NS3 helicase unwinding; NS3 helicase DNA unwinding, Cy5 molecular beacon fluorescence; inhibition, % at 10.9 µM; 290,000 tested, 0.56% active;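 active = inhibition above the mean of all tested compounds plus 3 SD, set per campaign, cut at about 35% in these data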;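 note: 0% = DMSO wells and 100% = thioflavine S control wells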
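Assay system – hepatitis C virus NS3 helicase domain fragment enzyme · Buffer or medium – MOPS pH 6.5, MgCl2, DTT, Tween20, BSA · Reagent – Cy5/quencher beacon DNA duplex and ATP to start · Compound – single 10.9 µM dose · Timing – 1 h at 25 °C · Technique – Cy5 beacon fluorescence read at start and 1 h · Measure – % inhibition of unwinding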
M18AAP inhibitor: blocks P. falciparum M18 aspartyl aminopeptidase; recombinant PfM18AAP, H-Glu-NHMec fluorogenic cleavage; inhibition, % at 7.35 µM; 290,000 tested, 1.2% active;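 active = inhibition above the campaign mean inhibition over all tested compounds plus 3 SD, cut at about 28% in these data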;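 note: 0% = plate median of test compound wells and 100% = 2 mM ZnCl2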
VIM-2 inhibitor: inhibitors of Pseudomonas aeruginosa VIM-2 metallo-beta-lactamase; purified VIM-2, nitrocefin hydrolysis, epi-absorbance fluorescence; inhibition, % at 5.6 µM; AID 1527; 290,000 tested, 0.89% active;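 active = inhibition above the mean of all tested compounds plus 3 SD, cutoff set per screening run, cut at about 7.5% in these data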;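 note: red hydrolysis product quenches plate fluorescence so inhibitors raise well fluorescence; 0% = enzyme with DMSO and 100% = DMSO without enzyme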
* marks the source's active call; other numbers are inactive results; / = no result given; & = joins results of further samples. Not all compounds are listed, so the mix of outcomes need not match the whole.

Short keys – A = pCIP destab; B = DNA FID counter; C = UBC9 SUMO inh; D = IMP-1 inh; E = IDE inh; F = IDE act; G = HCV NS3 hel inh; H = M18AAP inhibitor; I = VIM-2 inhibitor
Cc1ccsc1C(=O)C1CCCN(Cc2cnc(N3CCCC3)s2)C1 (stereo not given)
  A: -6; B: 4; C: -13; D: -2.8; E: 0; F: -3; G: -5; H: 8; I: -2.2

FC(F)(F)c1ccccc1CNCCc1c[nH]c2ccccc12
  A: 2; B: 9; C: -11; D: -2.2; E: 1; F: 2; G: -15; H: 9; I: -0.8

Cc1sc2c(c1C)C(c1cccs1)=NCC(=O)N2CC(=O)NCc1cccs1
  A: 9; B: -27; C: 7; D: -1.2; E: 10; F: 1; G: -3; H: 2; I: 0.4

CO[C@H]1[C@@H](OC)CC(OC2OC(CO)C(O)C(O)C2O)/C(=C\C#N)[C@@H]1O (stereo not given in full)
  A: 0; B: 4; C: -21; D: 0.7; E: 2; F: 3; G: 1; H: 5; I: -1.9

O=C(Oc1ccc([N+](=O)[O-])cc1)N1CCC(N2CCCCC2)CC1
  A: -4; B: 7; C: 25; D: 0.6; E: 0; F: -2; G: 8; H: 0; I: -0.7

O=c1[nH]c(=O)n(-c2ccccc2Cl)c(O)c1C=NCCN1CCCCC1
  A: -6; B: 8; C: 10; D: -0.1; E: -4; F: -3; G: -6; H: -6; I: -0.7

CNC(=O)O/N=C(\C)Cc1nnn(-c2cc(C)on2)n1
  A: 0; B: 0; C: 2; D: -2.8; E: 0; F: 4; G: 1; H: -1; I: -2.5

COc1cccc(CN2CC=C(c3ccc(F)cc3)CC2)c1
  A: -13; B: 2; C: 2; D: -2.4; E: -2; F: -3; G: -11; H: -2; I: -0.2

O=C(c1cc2cc3ccc(Cl)cc3nc2o1)N1CCC2(CC1)OCCO2
  A: 1; B: -6; C: 29; D: -1.0; E: -4; F: -3; G: -11; H: 2; I: -0.7

CC(=O)CC(=O)C1C(=O)N(C)C(=O)N(C)C1=O
  A: -3; B: -4; C: 5; D: -3.6; E: 2; F: 0; G: -1; H: 1; I: -3.9

O=C(CCCc1ccccc1)NCCc1cnc[nH]1
  A: 3; B: 0; C: -12; D: -1.4; E: -2; F: 3; G: -12; H: -11; I: 0.3

CC(=NCCC1=CCCCC1)c1c(O)n(-c2ccccc2)c(=O)[nH]c1=O
  A: -2; B: -34; C: -1; D: -2.6; E: 2; F: /; G: -9; H: -2; I: -2.0

CCOP(=O)(OCC)C(O)c1ccc(OC)c(OC)c1 (stereo not given)
  A: -23; B: 1; C: 6; D: -2.9; E: 11; F: 1; G: 5; H: -5; I: -5.5

c1ccc(CC(NCc2ccco2)c2ccccc2)cc1 (stereo not given)
  A: 8; B: 3; C: 7; D: -2.1; E: 4; F: 6; G: -1; H: 9; I: -3.4

CCC(CO)Nc1ccc([N+](=O)[O-])c2cccnc12 (stereo not given)
  A: -4; B: 4; C: -5; D: -6.1; E: -1; F: 0; G: -2; H: 0; I: -2.1

COc1cc(C(=O)OC2C[C@H]3CC[C@@H](C2)N3C)ccc1O (stereo not given in full)
  A: -16; B: -2; C: 11; D: -3.4; E: /; F: 3; G: -3; H: 1; I: -1.5

Cc1cc(C(=O)Nc2ccc3c(c2)OCCO3)nn1C(C)(C)C
  A: -21; B: -21; C: 9; D: -2.9; E: -3; F: 1; G: -3; H: -4; I: -3.5

O=C(C(=O)N1CCOCC1)c1cn(Cc2ccccc2Cl)c2ccccc12
  A: -1; B: -9; C: -10; D: -1.9; E: 1; F: 7; G: 11; H: -15; I: -1.2

CCc1ccc(C2=NN(CCC(=O)N3CCC4(CC3)OCCO4)C(=O)CC2)cc1
  A: 8; B: -37; C: -4; D: -2.7; E: -3; F: 16; G: 7; H: -9; I: 1.4

CCOc1cc(CNCCc2ccccc2F)ccc1OC
  A: 5; B: 1; C: -2; D: -0.8; E: 1; F: 2; G: -12; H: -8; I: 0.4

Part of the list above, with two lines to a compound:
Below each SMILES: pCIP destab	DNA FID counter	UBC9 SUMO inh	IMP-1 inh	IDE inh	IDE act	HCV NS3 hel inh	M18AAP inhibitor	VIM-2 inhibitor
CCOP(=O)(OCC)C(O)c1ccc(OC)c(OC)c1 (stereo not given)
→ -23	1	6	-2.9	11	1	5	-5	-5.5
CC(=NCCC1=CCCCC1)c1c(O)n(-c2ccccc2)c(=O)[nH]c1=O
→ -2	-34	-1	-2.6	2	/	-9	-2	-2.0

(cont.)
Short keys – A = pCIP destab; B = DNA FID counter; C = UBC9 SUMO inh; D = IMP-1 inh; E = IDE inh; F = IDE act; G = HCV NS3 hel inh; H = M18AAP inhibitor; I = VIM-2 inhibitor
COc1ccc(C(C)=O)cc1CC(C(=O)c1ccc(C)c(C)c1)N(C)C (stereo not given)
  A: 6; B: 2; C: -5; D: 0.7; E: -1; F: -2; G: -10; H: 4; I: -0.2

CCCCn1c(NC(=O)c2ccco2)c(C(=O)OCC)c2nc3ccccc3nc21
  A: -22; B: -14; C: 103; D: -0.9; E: 8; F: -2; G: 23; H: 8; I: -0.1

CCN(CC)c1ccc(N=Cc2c(O)n(Cc3ccccc3)c(=O)[nH]c2=O)cc1
  A: -17&-11; B: 3&3; C: 23&20; D: -2.0&-2.8; E: 1&4; F: -1&3; G: 14&8; H: 15&18; I: -2.9&0.2

COc1ccc(C(=O)NC(=S)N2C[C@H]3C[C@H](C2)c2cccc(=O)n2C3)cc1
  A: -3; B: -8; C: 8; D: -3.7; E: 11; F: 5; G: -8; H: 7; I: -4.8

COc1cc(C=C2C(=O)NC(=O)NC2=O)ccc1OS(=O)(=O)c1ccccc1[N+](=O)[O-]
  A: -8; B: 15; C: 26; D: -1.4; E: -3; F: 0; G: 7; H: 13; I: 0.5

CNC(=O)c1cccn(Cc2cc(C(F)(F)F)cc(C(F)(F)F)c2)c1=O
  A: -14; B: -4; C: 9; D: -3.3; E: 3; F: 0; G: -6; H: 5; I: -3.5

CCCc1cc(=O)oc2cc(OCC(=O)N3C[C@H]4C[C@@H](C3)c3cccc(=O)n3C4)ccc12
  A: -2; B: -25; C: 20; D: -0.9; E: 5; F: -2; G: -1; H: -3; I: -2.0

CCN1CCN(Cc2cc(C(C)(C)C)c(O)c(C(C)(C)C)c2)CC1
  A: 3; B: 6; C: 6; D: -2.5; E: 4; F: /; G: 1; H: 2; I: -2.5

Cn1cc(Br)c(C(=O)Nc2ccc3c(C(F)(F)F)cc(=O)oc3c2)n1
  A: -6; B: -5; C: 22; D: -1.5; E: /; F: -4; G: -8; H: 0; I: 0.4

Cc1cccc(-n2c(O)c(/C=C/C=Nc3ccccc3)c(=O)[nH]c2=O)c1
  A: -45; B: -3; C: -7; D: 3.1; E: 38*; F: -49; G: 7; H: 1; I: 1.1

In a second layout: results already given.
structure: CCOP(=O)(OCC)C(O)c1ccc(OC)c(OC)c1 (stereo not given)
  pCIP destab = -23; DNA FID counter = 1; UBC9 SUMO inh = 6; IMP-1 inh = -2.9; IDE inh = 11; IDE act = 1; HCV NS3 hel inh = 5; M18AAP inhibitor = -5; VIM-2 inhibitor = -5.5
structure: O=c1[nH]c(=O)n(-c2ccccc2Cl)c(O)c1C=NCCN1CCCCC1
  pCIP destab = -6; DNA FID counter = 8; UBC9 SUMO inh = 10; IMP-1 inh = -0.1; IDE inh = -4; IDE act = -3; HCV NS3 hel inh = -6; M18AAP inhibitor = -6; VIM-2 inhibitor = -0.7
structure: COc1cccc(CN2CC=C(c3ccc(F)cc3)CC2)c1
  pCIP destab = -13; DNA FID counter = 2; UBC9 SUMO inh = 2; IMP-1 inh = -2.4; IDE inh = -2; IDE act = -3; HCV NS3 hel inh = -11; M18AAP inhibitor = -2; VIM-2 inhibitor = -0.2

Continued.
Short keys – A = pCIP destab; B = DNA FID counter; C = UBC9 SUMO inh; D = IMP-1 inh; E = IDE inh; F = IDE act; G = HCV NS3 hel inh; H = M18AAP inhibitor; I = VIM-2 inhibitor
CC12CC[C@H]3[C@@H](CCC4(O)C[C@H](O)CCC34/C=N/NC(=O)c3ccc(O)cc3)C1(O)CCC2C1=CC(=O)OC1 (stereo not given in full)
  A: 4; B: -27; C: 1; D: -1.7; E: 2; F: -4; G: -5; H: 3; I: -2.0

CCOc1cc(CN2CCN(C(=O)Cc3ccccc3)CC2)ccc1OC
  A: 7; B: -16; C: 7; D: -0.1; E: 0; F: -1; G: -2; H: -10; I: -0.6

CN1CCCC(C(=O)c2ccc(Cl)cc2)C1 (stereo not given)
  A: -16; B: -1; C: 20; D: -4.1; E: -2; F: -1; G: -2; H: 3; I: -1.5

COc1ccc(NP(=O)(Oc2cccc(C)c2)Oc2cccc(C)c2)cc1OC
  A: 5; B: -33; C: 21; D: -1.1; E: -6; F: 2; G: -7; H: -7; I: -2.6

O=[N+]([O-])c1ccc(N2CCOCC2)c2cccnc12
  A: -5; B: 1; C: 3; D: -0.1; E: -3; F: 5; G: 4; H: -6; I: -0.9

Cc1c(C=C2C(=O)NC(=O)NC2=O)c(=O)n(-c2ccccc2)n1C
  A: -1; B: -1; C: -4; D: -3.2; E: -3; F: 2; G: -5; H: 0; I: -2.0

O=C(N/N=C/c1c(O)n(CCc2ccc(F)cc2)c(=O)[nH]c1=O)c1ccncc1
  A: 20; B: -31; C: 10; D: 1.2; E: -3; F: 5; G: 38*; H: 17; I: -0.6

CC/C(=N\N1CCCCCC1)c1c(O)n(-c2ccccc2C)c(=O)[nH]c1=O
  A: -4; B: -20; C: 12; D: 0.0; E: 2; F: 0; G: -2; H: 2; I: -0.7

C[C@H]1CCC[C@H](O)CCCCCc2cc(O)cc(O)c2C(=O)O1
  A: -16; B: -9; C: 5; D: -2.4; E: 2; F: 2; G: -4; H: 1; I: -1.5

C=C1N2CCC(CC2)C1(O)c1ccccc1C (stereo not given)
  A: -11; B: 2; C: 24; D: -1.9; E: -4; F: 3; G: -4; H: 0; I: -1.3

CCN1CCC(O)(c2ccccc2)C(C(=O)c2ccccc2)C1 (stereo not given)
  A: /; B: 2; C: /; D: -0.3; E: 1; F: 8; G: -6; H: 1; I: -1.5

O=c1cccc2n1CC1CC2CN(S(=O)(=O)c2ccccc2)C1 (stereo not given)
  A: -2; B: 3; C: 10; D: -0.4; E: 0; F: 7; G: 1; H: 3; I: -2.5

Cc1nc2ccccc2c(=O)n1-c1ccc(F)cc1F
  A: -13; B: -6; C: 0; D: -2.0; E: 6; F: 5; G: 15; H: 6; I: -2.6

CCCCn1c(O)c(/C=N/N2CCCCC2c2cccnc2)c(=O)[nH]c1=S (stereo not given)
  A: -19; B: 0; C: 12; D: 0.7; E: -2; F: -7; G: -12; H: 0; I: -3.1

From PubChem BioAssay
